MazEF act – activators of E. coli MazEF toxin-antitoxin RNase, primary screen, biochemical, fluorescence, uHTS | 350,000 compounds, 0.32% hits | AID 504720, 2011 | activation, % at 20 µM | Endoribonuclease toxin MazF (Escherichia coli (strain K12)), P0AE70 | FAM/BHQ RNA-DNA oligo cleavage fluorescence, 5 h; in the data active = activation above about 50%
Target sequence (P0AE70 whole entry, looked up): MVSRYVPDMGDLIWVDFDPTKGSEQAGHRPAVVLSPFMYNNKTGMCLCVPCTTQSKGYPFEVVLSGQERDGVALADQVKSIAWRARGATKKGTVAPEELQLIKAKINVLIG
DUSP3 inh – VHR1 phosphatase inhibitors, primary screen, biochemical, absorbance, uHTS. 290,000 compounds, 0.52% hits. AID 1654, 2009. inhibition, % at 13.3 µM. recombinant VHR phosphatase, pNPP absorbance; in the data active = inhibition above about 50%; also: some compounds called inactive have numbers as strong as hits
Target sequence (P51452 whole entry, looked up): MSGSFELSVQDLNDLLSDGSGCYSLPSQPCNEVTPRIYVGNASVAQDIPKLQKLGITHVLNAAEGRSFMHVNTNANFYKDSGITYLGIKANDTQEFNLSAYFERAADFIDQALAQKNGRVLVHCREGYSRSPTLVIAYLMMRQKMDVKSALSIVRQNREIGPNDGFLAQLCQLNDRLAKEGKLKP
BioA inh – M. tuberculosis BioA enzyme inhibitors, primary screen, biochemical, plate reader, single point, HTS; purified M. tuberculosis BioA enzyme; inhibition, % at 9.99 µM; 360,000 compounds, 0.096% hits; AID 602481, 2012; in the data active = inhibition above about 40%; inconclusive = no clear call, values can overlap the other calls
GDH-TPI counter – GDH-TPI coupling enzyme inhibitors, primary screen, artefact control for M. tuberculosis FBA inhibitor project, biochemical, absorbance, full deck. 360,000 compounds, 1.2% hits. GDH-TPI coupled enzyme counterscreen, NADH absorbance. AID 588335, 2011. inhibition, % at 4.8 µM;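 also: 0% = DMSO wells and 100% = wells lacking the enzyme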
FBA Mtb inh – Mtb FBA enzyme inhibitors, primary screen, biochemical, fluorescence, strain H37Rv | Fructose-bisphosphate aldolase (Mycobacterium tuberculosis (strain ATCC 25618 / H37Rv)), … | purified M. tuberculosis FBA, fluorescence read-out | inhibition, % at 1 µM | 360,000 compounds, 2.3% hits | AID 588726, 2011; in the data active = inhibition above about 27%;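 also: 0% = vehicle and 100% = reference inhibitor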
Target sequence (P9WQA3 whole entry, looked up): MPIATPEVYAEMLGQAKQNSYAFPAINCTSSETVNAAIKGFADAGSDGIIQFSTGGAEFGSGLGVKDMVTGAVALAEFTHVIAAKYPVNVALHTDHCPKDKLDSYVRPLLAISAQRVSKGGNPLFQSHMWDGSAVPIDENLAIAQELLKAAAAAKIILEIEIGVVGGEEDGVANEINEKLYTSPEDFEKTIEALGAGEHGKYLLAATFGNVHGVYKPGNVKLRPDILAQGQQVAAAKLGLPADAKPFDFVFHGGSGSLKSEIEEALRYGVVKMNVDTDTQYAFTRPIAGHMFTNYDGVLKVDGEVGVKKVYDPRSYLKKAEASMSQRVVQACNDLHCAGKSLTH
CCHF vOTU inh – CCHFV vOTU protease inhibitors, primary screen, biochemical, Pep-AMC substrate, fluorescence; 370,000 compounds, 0.55% hits; Crimean-Congo hemorrhagic fever virus L polyprotein viral ovarian tumor (vOTU) protease …; AID 651958, 2012; inhibition, % at 11.5 µM; also: 0% = vehicle wells with enzyme and 100% = no enzyme wells
FadD28 FP inh – inhibitors of FadD28 bisubstrate probe binding, primary screen, biochemical, fluorescence polarization, single point; Mycobacterium tuberculosis FadD28 fatty-acid-AMP ligase; inhibition, % at 12.5 µM; 360,000 compounds, 0.22% hits; in the data active = inhibition above about 8.5%, passing the limit was not always enough; inconclusive = no clear call, values can overlap the other calls
Mtb UGM inh – M. tuberculosis UGM enzyme inhibitors, primary screen, biochemical, fluorescence polarization, single point; UDP-galactopyranose mutase (Mycobacterium tuberculosis (strain ATCC 25618 / H37Rv)), …; purified UGM, fluorescence polarization probe displacement; inhibition, % at 10 µM; 320,000 compounds, 0.06% hits; AID 504406, 2011; in the data active = inhibition above about 10%, passing the limit was not always enough; inconclusive = no clear call, values can overlap the other calls
Rv3671c inh – Rv3671c serine protease inhibitors, primary screen, biochemical, fluorescence polarization, M. tuberculosis H37Rv; P9WHR9; inhibition, % at 5.96 µM; 320,000 compounds, 0.048% hits; AID 2606, 2010; in the data active = inhibition above about 38%;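 also: extracellular domain of Rv3671c used as enzyme; 0% = enzyme with DMSO and 100% = no enzyme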
BoNT-F LC inh – BoNT/F light chain protease inhibitors, primary screen, biochemical, flow cytometry, MLPCN library; Botulinum neurotoxin type F light chain protease (Clostridium botulinum); Multiplex microsphere protease cleavage assay; AID 588497, 2011; 360,000 compounds, 0.22% hits; inhibition, % at 10 µM; in the data active = inhibition above about 35%, passing the limit was not always enough; inconclusive = no clear call, values can overlap the other calls; also: plate controls were buffer without enzyme for full effect and enzyme alone for no effect
Numbers without * were called inactive; ? = inconclusive; . = no result given. Rule as the data show it, unless noted: active = inhibition above about 30%; inactive = the rest.

Screens in order – MazEF act	DUSP3 inh	BioA inh	GDH-TPI counter	FBA Mtb inh	CCHF vOTU inh	FadD28 FP inh	Mtb UGM inh	Rv3671c inh	BoNT-F LC inh
CN(CC(=O)Nc1ccccc1Cl)C(=O)COC(=O)c1ccc([N+](=O)[O-])s1
  -12	.	1.9	24	3	78*	0.5	3.5	-30	1
COc1ccc(-c2[nH]c(-c3cc(OC)c4c(c3)OCO4)nc2-c2ccccc2)cc1
  15	3	-0.2	15	61*	-10	-2.9	1.9	-10	-9
Cc1cc(C)cc(OCC(=O)Nc2cnn(CCCC(=O)O)c2)c1
  2	26	-0.4	7	6	7	-0.7	-1.4	4	-2
Cc1onc(-c2ccccc2)c1-c1nnc(CN2CCN(S(=O)(=O)c3ccccc3F)CC2)o1
  1	.	-0.4	-4	0	-4	-2.2	0.4	-12	-9
CCC(NS(=O)(=O)c1ccc(C)cc1)C(=O)N1CCOCCOCCOCC1 (stereo not given)
  0	31	-2.4	12	1	5	-0.2	3.1	-28	1
CCC(C)Nc1ncnc2c1cnn2Cc1ccc(Cl)cc1 (stereo not given)
  -2	38	3.5	2	0	5	-0.5	-0.6	-11	-1
O=c1cc(C23CC4CC(CC(C4)C2)C3)[nH][nH]1
  2	28	-0.6	-1	-3	8	-3.6	-2.4	-1	5
O=S(=O)(Nc1ccc(Cc2ccncc2)cc1)c1ccc(Cl)cc1
  2	44	.	-1	2	-16	-3.0	-2.6	0	2
COc1cc(O)c(C(CCN2CCCCC2)c2cc(OC)c(OC)c(OC)c2)c(OC)c1 (stereo not given)
  2	22	1.1	5	5	-1	-1.4	2.5	-2	-4
Cc1ccc(C)c(CN2CCCN(C(=O)Cn3ncc4c3-c3ccccc3OC4)C2)c1
  2	8	4.3	1	-2	1	-2.8	-0.8	-7	-4
NC(=O)CCS(=O)(=O)CCN1CCN(S(=O)(=O)c2ccc3c(c2)CCC3)CC1
  5	.	1.1	-2	-3	-3	-3.6	-2.7	1	-8
CCN(CC)CCN1C(=O)C(O)=C(C(=O)c2cc3cccc(OC)c3o2)C1c1cccs1 (stereo not given)
  10	22	.	.	.	.	.	-1.5	1	.
CCOc1ccc(N(C)c2ccc(/C=C3/SC(=S)NC3=O)cc2)cc1
  -40	-18	-0.8	3	-3	-7	2.2	-5.9	-11	-32
O=C(CN(Cc1cccs1)C(=O)CSc1nnc(COc2ccccc2)o1)NC1CCCC1
  -8	10	-1.0	4	-1	2	-0.1	-2.2	5	-7
C=C1CCC2C(C)(C(=O)O)CCCC2(C)C1CCC(CO)CCO (stereo not given)
  .	.	-0.1	-1	1	-7	0.2	.	.	-1
COc1ccccc1CNC(=O)/C=C/C(=O)O
  1	13	-1.1	0	1	2	-1.4	-0.9	1	?
CCCCCCCC(=O)N1c2ccccc2NC(=O)C1CC(=O)Nc1ccc(C(=O)O)cc1 (stereo not given)
  0	0	1.4	-4	1	7	0.1	1.3	-3	0
CN(CC(=O)Nc1ccc(F)cc1)C(=O)COC(=O)Cc1c(F)cccc1Cl
  3	.	1.0	0	2	-1	-2.1	-1.1	4	-6
O=C(C[C@H]1C[C@H](C(=O)N2CCOCC2)[C@@]2(CCC3CCCC3)c3[nH]c4cc(-c5ccco5)ccc4c3CCN2C1=O)NCC12CC3CC(CC(C3)C1)C2
  2	.	-1.8	7	8	4	-1.9	.	.	-1
CCN(C[C@H]1N[C@@](CC)(C(=O)OC)[C@H]2C(=O)N(Cc3ccccc3)C(=O)[C@@H]12)C(=O)Nc1ccc(C(F)(F)F)cc1
  -2	.	-0.4	8	2	-3	-0.4	-0.9	-5	-7
COCCCNC(=O)CNC(=O)c1nn(-c2ccc(OC)cc2OC)c(=O)c2ccccc12
  10	26	.	7	0	-9	-0.5	-0.8	0	0
CCOC(=O)C1CCN(C(=S)Nc2cccc(C)c2)CC1
  7	14	0.6	-5	-1	5	-1.7	0.2	-9	-6
COc1ccc(/C=N/NC(=O)C2C(=O)NCC2c2ccccc2)c(OC)c1 (stereo not given)
  1	-2	0.5	14	0	8	-1.0	-1.6	-3	-1
O=C(Cn1cnc2ccccc21)c1ccc(Cl)cc1
  11	24	0.5	11	2	9	-1.9	0.6	-7	.
C/C(=N\NC(=O)c1cnccn1)c1ccc([N+](=O)[O-])cc1
  3	0	.	12	2	6	-0.8	0.7	-14	?
CC1(C)CC(NC(=O)c2ccccc2)CC(C)(C)N1
  -19	8	1.4	-3	3	8	-0.3	-0.6	6	-9
Cc1onc(-c2ccccc2Cl)c1C(=O)N1CCN(C/C=C/c2ccccc2)CC1
  3	14	2.2	-7	-4	3	-2.3	0.9	6	-6
COC(=O)[C@@]1(C)[C@H]2C(=O)N(Cc3ccccc3)C(=O)[C@H]2[C@H]2CN=C(SCC3CC3)N21
  2	.	0.0	6	0	-3	-1.9	.	.	3
NC(=O)C1CCN(Cc2nc(-c3cccs3)no2)CC1
  6	19	.	-2	-1	0	0.2	-0.6	6	?
COc1ccc(CN2C(=O)C(C)N(C(=O)c3c(F)cccc3F)c3ccccc32)cc1 (stereo not given)
  0	23	.	-7	-3	-10	-2.8	-2.1	-6	-14

The listing continues:
Molecule	MazEF act	DUSP3 inh	BioA inh	GDH-TPI counter	FBA Mtb inh	CCHF vOTU inh	FadD28 FP inh	Mtb UGM inh	Rv3671c inh	BoNT-F LC inh
Cc1cccc(NS(=O)(=O)c2cc(C(=O)N3CCc4ccccc4C3)ccc2Cl)c1C	-7	36	0.7	4	-2	-3	-3.8	-1.4	-19	-5
Cc1nnc(SCc2ccccc2CSc2nnc(C)s2)s1	1	22	.	4	3	-3	-4.7	-0.9	1	-5
COc1ccccc1C1/C(=C(/O)c2ccc(C)cc2)C(=O)C(=O)N1Cc1ccco1 (stereo not given)	3	-18	.	23	1	2	0.7	0.7	-2	-6
CCO[C@@H]1OC(C(=O)NCc2nc3ccccc3[nH]2)=C[C@H](c2coc3ccccc3c2=O)[C@H]1CCCO	3	.	-1.6	5	3	-2	-8.2	-0.8	8	-7
CN1CCN(C(=O)CN(Cc2ccccc2)S(C)(=O)=O)CC1	-1	10	-1.1	3	-1	-12	-1.2	-1.6	5	0
CN1C(=O)c2cccc(NC(=O)C3CCCCC3)c2C1=O	5	12	0.1	12	21	-12	-3.3	0.9	-9	-8
CCCC(c1nnnn1CS(=O)(=O)c1ccc(C)cc1)N1CCC(C(N)=O)CC1 (stereo not given)	-12	1	0.3	4	5	13	-1.7	-0.5	-1	-29
COc1ccc2c(c1)c1ncn(CCN3CCCC3)c(=O)c1n2C	2	24	5.9	-6	89*	-50	-3.7	1.1	6	-2
COc1ccccc1NC(=O)C(C/C=C(\C)Cl)C(C)=O (stereo not given)	4	36	-0.5	-15	-3	-14	-4.8	0.2	3	-13
COc1ccc(C(CC(=O)Nc2ccc(F)cc2)c2ccccc2)cc1 (stereo not given)	-3	35	4.1	3	-4	-3	-3.6	1.7	-10	-8
CC(C)(CSc1ccccn1)NS(=O)(=O)c1ccc(Cl)cc1	4	10	-0.6	-3	-5	0	-2.7	-0.5	-3	-2
CC(C)C(=O)Nc1ccc(-c2nc3ccccc3c(=O)o2)cc1	1	-5	0.0	-2	0	-6	-9.7	0.4	-2	1
O=C(NN=C1CCCC1)c1sc2ccccc2c1Cl	2	-2	.	0	-2	-1	-4.5	-1.8	6	-8
Cc1csc(NC(=O)CSC2=NCCS2)n1	6	19	-0.9	7	1	-3	1.6	3.3	-11	-7
COc1cccc2cc(C(=O)NCc3ccccn3)c(=O)oc12	0	22	1.7	4	-1	4	-0.4	0.4	4	1

Look-ups from the list.
COc1ccccc1C1/C(=C(/O)c2ccc(C)cc2)C(=O)C(=O)N1Cc1ccco1 (stereo not given) in GDH-TPI counter = 23
Cc1cccc(NS(=O)(=O)c2cc(C(=O)N3CCc4ccccc4C3)ccc2Cl)c1C in BoNT-F LC inh = -5
COc1ccccc1NC(=O)C(C/C=C(\C)Cl)C(C)=O (stereo not given) in GDH-TPI counter = -15
Cc1nnc(SCc2ccccc2CSc2nnc(C)s2)s1 in DUSP3 inh = 22
CN1C(=O)c2cccc(NC(=O)C3CCCCC3)c2C1=O in DUSP3 inh = 12
CC(C)C(=O)Nc1ccc(-c2nc3ccccc3c(=O)o2)cc1 in GDH-TPI counter = -2

Carrying on:
Molecule	MazEF act	DUSP3 inh	BioA inh	GDH-TPI counter	FBA Mtb inh	CCHF vOTU inh	FadD28 FP inh	Mtb UGM inh	Rv3671c inh	BoNT-F LC inh
CCCn1c(CC)nc([N+](=O)[O-])c1Sc1ccc(F)cc1	5	-19	.	1	-4	-3	-3.5	-1.3	-4	-4
Cc1cc(C)cc(NC(=O)C(=O)NCc2ccccn2)c1	7	-2	.	9	-1	1	-0.8	-1.7	-4	-6
Cc1ccc(NCc2nnc(SCC(=O)N(Cc3ccccc3)C(C)(C)C)o2)c(C)c1	-3	-1	-1.1	5	-1	24	-6.3	3.1	-3	-1
COC(=O)c1c(NC(=O)C2CCCO2)sc2c1CCC2 (stereo not given)	6	-5	-4.6	15	3	9	-0.7	-0.9	-5	-13
CC(C)c1nnc(NC(=O)CSc2nnc(-c3ccco3)o2)s1	2	22	.	1	1	-15	-1.8	-8.0	-2	-3
Cc1ccc(S(=O)(=O)NCCC(=O)Nc2cc(F)ccc2C)cc1C	-4	33	-0.7	-4	1	-12	-2.8	-0.4	1	-17
CC1CC(=O)N(c2ccc(Br)cc2)C(=O)C1	7	32	.	4	3	-10	-2.0	2.1	-5	.
CCOc1ccc(Cc2c(O)[nH]c(=O)[nH]c2=O)cc1	7	-16	-1.6	2	1	-10	0.2	3.1	-20	3
CCCNc1c(NS(=O)(=O)c2ccc(Br)cc2)c(=O)oc2ccccc12	-2	-12	0.7	3	2	12	-3.5	-1.8	-4	23

Whole records, looked up by structure.
CCCNc1c(NS(=O)(=O)c2ccc(Br)cc2)c(=O)oc2ccccc12 in the list: MazEF act: -2; DUSP3 inh: -12; BioA inh: 0.7; GDH-TPI counter: 3; FBA Mtb inh: 2; CCHF vOTU inh: 12; FadD28 FP inh: -3.5; Mtb UGM inh: -1.8; Rv3671c inh: -4; BoNT-F LC inh: 23
COC(=O)c1c(NC(=O)C2CCCO2)sc2c1CCC2 (stereo not given) in the list: MazEF act: 6; DUSP3 inh: -5; BioA inh: -4.6; GDH-TPI counter: 15; FBA Mtb inh: 3; CCHF vOTU inh: 9; FadD28 FP inh: -0.7; Mtb UGM inh: -0.9; Rv3671c inh: -5; BoNT-F LC inh: -13
